Vif-A3F inh – qHTS for Inhibitors of Vif-A3F Interactions: qHTS; HeLa A3F-eYFP + Vif (tagged APOBEC3F with the HIV-1 protein that degrades it), YFP fluorescence increase; Potency, µM (series often up to 46.1 µM), for the others: at the highest dose activity, negative = active; actives 0.2% (n = 390,000); AID 602313, 2012; note: potency is the fitted concentration of half-maximal effect; % of control where 0% means no effect; nearly all actives have a fitted effect of over 65% in size
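Fluorescence increase (Ex 488/Em 500-530) after overnight compound treatment at 37 deg C flags inhibition of Vif-driven A3F-eYFP loss in stable HeLa A3F-eYFP/Vif cells seeded overnight beforehand.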
GRP78 ERSR act – qHTS for Inducers of the Endoplasmic Reticulum Stress Response (ERSR) in Human Glioma: qHTS | U87-MG GRP78 promoter luciferase reporter, 16 h | Potency, µM, for inactives: top-dose activation, hits mostly activators | actives 0.02% (n = 420,000) | AID 602332, 2012; note: potency is the fitted concentration of half-maximal effect; series mostly up to about 76 µM; % of control where 0% means no effect; nearly all actives have a fitted effect of over 35% in size
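ERSR induction read as luciferase luminescence (Bright-Glo, 10 min at room temperature) in stably transfected human U87-MG glioma cells exposed to compounds for 16 h, using GRP78 as sensor.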
LDHA inh – qHTS assay for inhibitors of human lactate dehydrogenase; purified LDHA, NADH/diaphorase-resazurin fluorescence; active compounds read low; AID 1347041, 2019; L-lactate dehydrogenase A chain (Homo sapiens), P00338; activity change, % (values are at about 110 or 230 µM); actives 0.15% (n = 480,000); in the data active = activity change below about -30%; inconclusive = mostly about -25% to -30%;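 note: plate controls were DMSO wells for no effect and wells without enzyme for full effect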
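Resorufin fluorescence (ex540/em590), read at 0 and 20 min after diaphorase/resazurin addition, reports the NADH left after a 5 min room-temperature reaction of 2 nM human LDH5 with 0.06 mM NADH and 0.2 mM pyruvate.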
RGS4 inh – Inhibitors of Regulator of G Protein Signaling (RGS) 4: qHTS; Regulator of G-protein signaling 4 (Homo sapiens), P49798; Transcreener GDP fluorescence polarization, RGS4-accelerated GTP hydrolysis; Potency, µM (top dose mostly 114 µM), for the others: top-dose activity change, negative = inhibition, usual class: inhibitors; actives 0.039% (n = 390,000); AID 504845, 2011; note: potency is the fitted concentration of half-maximal effect; % is set by controls: 0 for no effect and ±100 for the full control effect; nearly all actives have a fitted effect of over 75% in size; some results filed as inactive show a strong effect at the top dose
Target sequence (P49798 whole entry, looked up): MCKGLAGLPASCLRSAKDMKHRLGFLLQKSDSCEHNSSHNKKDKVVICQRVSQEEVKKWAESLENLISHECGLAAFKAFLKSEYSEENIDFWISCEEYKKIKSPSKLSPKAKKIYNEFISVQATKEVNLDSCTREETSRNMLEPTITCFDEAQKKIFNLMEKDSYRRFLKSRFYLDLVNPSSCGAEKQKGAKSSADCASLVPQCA
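MLSMR compounds (23 nl, pin-transferred) preincubated 10 min at room temperature with a 500nM (2x) first reagent, then RGS4 at 900nM (2x) plus Transcreener GDP mix added; fluorescence polarization (620/688 nm) read before and after 90 min at 30 °C.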
D2 ag – HTS Assay for Allosteric Agonists of the Human D2 Dopamine Receptor: Primary Screen for Agonists; AID 485358, 2010; actives 0.53% (n = 340,000); HEK293 T-REx D2 cells, calcium flux agonist mode; activation, % at 2 µM; D(2) dopamine receptor (Homo sapiens), P14416;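 active = activation over 3 SD above normal in the single-dose calcium agonist read, cut at about 30% in these data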; note: 0% is about no effect
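Calcium-flux readout, 1 cycle/sec over 180 s following compound pin transfer, in inducible HEK293 Trex D2 cells (force-coupled); dopamine controls included. Positive calcium responses during this window marked compounds as potential agonists.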
D2 antagonist – HTS Assay for Allosteric Antagonists of the Human D2 Dopamine Receptor: Primary Screen for Antagonists. D(2) dopamine receptor (Homo sapiens), P14416. HEK293 TREx D2 cells, calcium flux, dopamine EC80. inhibition, % at 10 µM. actives 2% (n = 340,000); in the data active = inhibition above about 30%; note: 0% is about no effect
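Cells plated overnight at 30 C with tetracycline; no-wash calcium dye, 30–90 min RT; 10 s baseline; compound pinned; 180 s read; EC80 dopamine added; another 180 s read.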
ERG Ets-DNA blk – qHTS for Small Molecule Inhibitors of the ERG Ets/DNA interaction | Transcriptional regulator ERG (Homo sapiens), P11308 | actives 0.028% (n = 370,000) | Potency, µM (doses to about 76.9 µM), for inactives: top-dose FP activity, negative = inhibition, actives largely listed as inhibitors | fluorescence polarization, His-ERG Ets domain / labelled DNA; active = well fitted inhibition curve with a large enough effect in the polarisation, with a control signal flat; inconclusive = small, poorly fitted or top-dose-only effect, or effect the other way, or a change in a side signal; inactive = no such curve, though single readings can be large or run the other way; the % refers to the polarisation;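 note: polarization taken with two DNA probes labelled with fluorescein and Texas red; potency is the fitted concentration of half-maximal effect; % of control where 0% means no effect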
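His-tagged ERG Ets domain (1 uM in the protein solution; 300mM KCl, 50mM Tris-HCl, 1mM EDTA, 1mM DTT, pH 7.5) received compound, then a probe mix of 5 nM fluorescein-DNA and 100nM Texas-615-DNA. Fluorescence polarization was read for both dyes.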
Vif-A3G inh – qHTS for Inhibitors of Vif-A3G Interactions: qHTS. DNA dC->dU-editing enzyme APOBEC-3G (Homo sapiens), Q9HC16. HeLa A3G-eYFP + Vif (tagged APOBEC3G with the HIV-1 protein that degrades it), YFP fluorescence, overnight. Potency, µM (top dose mostly 46.1 µM), inactives show at the top dose activity, negative = active, most hits filed as inhibitors. actives 0.076% (n = 410,000);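 note: potency is the fitted concentration of half-maximal effect; % is set by controls: 0 for no effect and ±100 for the full control effect; nearly all actives have a fitted effect of over 60% in size; hits raise eYFP signal because A3G escapes Vif-driven loss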
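Read-out is eYFP fluorescence (Ex 488/Em 500-530) from Vif-expressing HeLa A3G-eYFP cells; more signal means A3G escaped Vif-mediated degradation. Cells plated overnight, compound pinned in, incubated overnight at 37 deg C.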
12-LOX inh – Primary qHTS assay for inhibitors of human arachidonate 12S-lipoxygenase (ALOX12): Round 2; purified 12hLO, xylenol orange hydroperoxide absorbance; actives 1.1% (n = 580,000); Polyunsaturated fatty acid lipoxygenase ALOX12 (Homo sapiens), P18054; Potency, µM (series often up to 108 µM), inactives show at the highest dose activity change, negative = inhibition, actives largely listed as inhibitors; note: potency is the fitted concentration of half-maximal effect; % is set by controls: 0 for no effect and ±100 for the full control effect
Target sequence (P18054 whole entry, looked up): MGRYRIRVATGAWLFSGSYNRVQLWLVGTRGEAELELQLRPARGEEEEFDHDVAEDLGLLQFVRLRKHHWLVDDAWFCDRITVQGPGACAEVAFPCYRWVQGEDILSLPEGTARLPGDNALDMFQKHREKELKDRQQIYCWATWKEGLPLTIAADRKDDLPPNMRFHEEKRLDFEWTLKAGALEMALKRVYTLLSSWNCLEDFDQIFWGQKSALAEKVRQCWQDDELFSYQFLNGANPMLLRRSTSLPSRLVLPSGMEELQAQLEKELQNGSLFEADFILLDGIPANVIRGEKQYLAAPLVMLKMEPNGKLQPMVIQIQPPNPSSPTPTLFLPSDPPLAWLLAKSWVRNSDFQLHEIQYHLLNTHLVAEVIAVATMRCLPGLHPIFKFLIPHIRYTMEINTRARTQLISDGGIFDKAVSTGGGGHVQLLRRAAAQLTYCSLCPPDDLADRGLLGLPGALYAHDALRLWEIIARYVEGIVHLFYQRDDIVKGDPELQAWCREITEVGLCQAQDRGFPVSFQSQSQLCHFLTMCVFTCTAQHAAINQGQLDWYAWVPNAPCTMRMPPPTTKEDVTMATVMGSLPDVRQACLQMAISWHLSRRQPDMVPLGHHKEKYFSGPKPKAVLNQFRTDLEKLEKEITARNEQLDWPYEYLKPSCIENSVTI
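Hydroperoxide product was detected by ferrous iron/xylenol orange as the 573 to 405 nm absorbance ratio. Arachidonic acid at 40 uM (final) was turned over for 30 min at room temperature by 150 nM human 12hLO, pH 7.0 Hepes buffer, after 15 min compound preincubation.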
Starred values were filed as active, the others as inactive; ? = inconclusive; / = not tested or not shown; & = joins results of further samples; [ ] = another dose, or the depositor's remark. Unless noted, calls come from the whole dose curve; as a rule, active = well fitted curve in the direction sought with a large enough effect; inconclusive = small, poorly fitted or top-dose-only effect, or another doubt; inactive = no such curve, though single readings can be large; an effect the other way counts as inactive or inconclusive. Only part of the results is shown, so the mix of outcomes need not match the whole.

SMILES | Vif-A3F inh | GRP78 ERSR act | LDHA inh | RGS4 inh | D2 ag | D2 antagonist | ERG Ets-DNA blk | Vif-A3G inh | 12-LOX inh
CCCc1nc2ccccc2c(=O)n1CC(=O)c1ccc(OC)cc1 | 0% | -3% | -1 | -6%[56.9 µM] | 0.4 | 15 | 4% | -7% | 0%
COC(=O)CCN(C1CCCCC1)S(=O)(=O)c1ccc(S(=O)(=O)NC2CCCCC2)cc1 | -4% | -2% | 0 | -32% | 1.9 | 30 | 3% | 2% | 0%
COc1ccc(NC(=O)CN(C)C(=O)c2cccc(S(=O)(=O)N3CCN(c4ccccc4)CC3)c2)cc1 | 8% | -3% | -7 | -6% | -0.7 | -9 | 1% | 1% | -24%
Cn1nccc1C(=O)Nc1ccn(C23CC4CC(CC(C4)C2)C3)n1 | 4% | 3% | -4 | -15% | 1.7 | 3 | 0% | 1% | -10%
Cc1ccc(NC(=S)Nc2ccc(Br)cc2)cc1 | -3% | 11% | -7 | -19% | -0.1 | 15 | -12% | -1% | -7%
Cc1noc(C)c1COC(=O)c1ccc(S(=O)(=O)NCc2ccco2)cc1 | 1% | -4% | 0 | ? | 0.0 | -7 | -3% | -7% | -3%
CCc1ccccc1-n1nnnc1SCC(=O)Nc1ccc(N2CCN(C)CC2)cc1 | -1% | -5% | -3 | -4% | / | / | 2% | 5% | -16%
COc1cccc(CN(C)C(=O)c2ccc3c(=O)n4c(nc3c2)CCC4)c1OC | 6% | 3% | 0 | 4% | 0.9 | 1 | -8% | -1% | -6%
O=C(CCc1nc2ccccc2[nH]c1=O)OCC(=O)N1CCc2ccccc21 | 1% | 0% | -1 | -21% | -1.3 | -19 | -1% | -1% | 0%
Cc1ccc(CNC(=O)[C@@H]2CCC(=O)N2Cc2ccco2)cc1 | 6% | 0% | -5 | -13% | 0.3 | 9 | 3% | 1% | 0%
CCc1nnc(SCc2nc(-c3cccc(Cl)c3)oc2C)c2cc3sc(C)cc3n12 | 1% | -1% | 9 | 1% | / | / | -1% | -1% | -1%
Cc1ccc(Nc2nnc(SC(C)C(=O)Nc3c(C)n(C)n(-c4ccccc4)c3=O)s2)cc1 (stereo not given) | 3% | 1% | -1 | -27% | / | / | -1% | 0% | 19%
CCC(=O)N1CCc2cc(S(=O)(=O)NCCC(=O)NCc3ccccc3Cl)ccc21 | -16%&-10% | 0%&2% | -2&-1 | 15%&1% | 1.5&-0.5 | -7 | 5%&-4% | 1%&-1% | 5%&-19%
Cc1ccc2[nH]c3c(N4CCOCC4)ncnc3c2c1 | 1% | 5% | -3 | 8% | 0.3 | -20 | 2% | -7% | 36%[activator]
O=C(C1CCC1)N1CCC(c2nc3c(nnn3Cc3c(F)cccc3Cl)c(=O)[nH]2)CC1 | -4% | -2% | -4 | -21% | -0.3 | 19 | -13% | -3% | 16%
COc1ccc(CCNC(=O)CC(NS(=O)(=O)c2ccc(NC(C)=O)cc2)C(C)C)cc1OC (stereo not given) | 5% | -4% | -1 | -2% | / | / | 2% | -5% | -9%
CCc1ccc(Nc2cc(C)nc3nc(C)nn23)cc1 | -6% | 1% | -8 | -1% | -1.7 | 14 | -10% | -1% | 320%[activator]
O=C(NCCc1c[nH]c2ccccc12)c1cccc(S(=O)(=O)Nc2ccccc2Cl)c1 | 0% | -3% | 1 | -1% | -0.2 | 3 | -3% | -6% | -2%
CC1=C(C(=O)Nc2cccnc2)C(c2ccccn2)n2nnnc2N1 (stereo not given) | -3% | -1% | 0 | 15% | / | / | 1% | 1% | 0%
C=CCNC(=O)CSc1nnc(-c2ccccc2Br)n1-c1cccc(C(F)(F)F)c1 | 1% | -5% | -9 | -3% | -0.4 | -1 | -1% | -15% | -22%

The closing 2 records of the part before are carried over, then new ones follow.
SMILES | Vif-A3F inh | GRP78 ERSR act | LDHA inh | RGS4 inh | D2 ag | D2 antagonist | ERG Ets-DNA blk | Vif-A3G inh | 12-LOX inh
CC1=C(C(=O)Nc2cccnc2)C(c2ccccn2)n2nnnc2N1 (stereo not given) | -3% | -1% | 0 | 15% | / | / | 1% | 1% | 0%
C=CCNC(=O)CSc1nnc(-c2ccccc2Br)n1-c1cccc(C(F)(F)F)c1 | 1% | -5% | -9 | -3% | -0.4 | -1 | -1% | -15% | -22%
COc1ccc(-c2cc(C(N)=O)nc(N3CCCCCC3)n2)cc1 | -17% | 0% | -1 | ? | 0.1 | -2 | 6% | 0% | 0%
CCCc1ccc2oc(C(=O)NCCc3nc(C(=O)OCC)cs3)c(C)c2c1 | -13% | -9% | 3 | 14% | -2.1 | 12 | 12% | -3% | -3%
COc1ccc2c(CC(=O)NNC(=O)c3ccc(O)cc3)coc2c1 | 2% | 1% | -5 | 0% | / | / | -1% | -7% | -20%
O=C1c2ccccc2C(=O)N1CCc1c[nH]c2ccc(O)cc12 | 5% | 10% | 6 | -48% | 0.8 | 2 | -2% | 3% | -3%
CCOc1cc(C(=O)NCCCNC(=O)c2cc(OCC)c(OCC)c(OCC)c2)cc(OCC)c1OCC | 5% | -4% | 1 | 18% | / | / | 9% | 0% | 132%[activator]
Cc1cc(C)nc(NC(=S)Nc2ccccc2)n1 | -1% | 2% | -4 | -15% | 1.3 | 0 | 6% | 0% | -18%
COc1ccc(N(C)C(=O)c2oc(=O)c3ccccc3c2-c2ccc(C)cc2)c(OC)c1 | -8%&2% | 1%&-1% | 1&-9 | 16%&27% | -1.6&0.9 | -1 | -1%&1% | -5%&-3% | -5%&-7%
CN1CCN(S(=O)(=O)c2cccc(C(=O)Nc3sccc3C#N)c2)CC1 | 2% | 16% | 2 | ? | 1.9 | 1 | 34%[activator] | -6% | ?
COc1cccc(NC(=O)C2C3C=CC4(O3)C2C(=O)N(CCCN2CCCC(C)C2)C4C(=O)NC2CCCCC2C)c1 (stereo not given) | -3% | 10% | -6 | 4% | / | / | -2% | 3% | ?
Cc1ccccc1Nc1nc(-c2sc(NC(=O)c3ccco3)nc2C)cs1 | 0% | 1% | 6 | -40% | 1.2 | 3 | -2% | 2% | 7.9µM*
O=C1Cc2ccccc2C(=O)N1c1cccc(Cl)c1 | 4% | -4% | 1 | 6% | 0.5 | -13 | 4% | 0% | -22%
COc1cccc(NC(=O)CN(C)C(=O)c2ccc(S(=O)(=O)Nc3ccccc3F)cc2)c1 | 7% | -2% | -5 | 1% | 1.6 | 15 | 2% | 0% | 7%
O=C(Nc1ccccc1C(=O)NC(Cc1c[nH]c2ccccc12)C(=O)O)c1ccco1 (stereo not given) | -2% | -2% | -4 | -25% | -0.1 | -7 | 5% | 4% | 0%
Nc1ncnc2c1ncn2[C@@H]1O[C@H](CCC(=O)NCc2ccccc2)[C@@H](O)[C@H]1O | / | -3% | -3 | / | / | / | / | 2% | -14%
Cc1ccc(-c2nc(CS(=O)CC(=O)N3CCN(c4ncccn4)CC3)c(C)o2)cc1 (stereo not given) | -3% | 1% | -9 | 8% | -0.4 | -1 | 0% | -4% | 22%
Cc1csc2nc(O)c(C(=O)NCc3ccc4c(c3)OCO4)c(=O)n12 | -20% | 0% | 5 | -45% | 0.3 | -6 | 4% | 3% | -18%
O=C1CCCN1c1ccc(S(=O)(=O)Oc2ccc(Cl)cc2)cc1[N+](=O)[O-] | / | 1% | -5 | 8% | / | / | 2% | -6% | 9%
C=C1CCN([C@@H](CC(C)C)C(=O)N2CCOCC2)S(=O)(=O)c2ccccc21 | 2% | 1% | -2 | -8% | / | / | -15% | 1% | -1%
CC(C)(C)OC(=O)NC1CCN(S(=O)(=O)c2ccc3c(c2)OCCO3)CC1 | 1% | 0% | -16 | 1% | -0.6 | -16 | 0% | 2% | 15%[57.4 µM]
CCn1c(CNC(=O)c2cccc(C)c2)nnc1SCC(=O)N1CCOCC1 | -14% | -2% | -6 | 3% | 0.4 | 28 | 5% | -6% | 0%
COc1ccccc1CNC(=O)c1ccc(CS(=O)(=O)c2ccccc2OC)o1 | 4% | -2% | 0 | 4% | -0.3 | 7 | 0% | 2% | -10%
COc1ccc(OC)c(S(=O)(=O)Nc2cccc(-c3ccc(N4CCCCCC4)nn3)c2)c1 | 6%&2% | 0%&-4% | 0&-9 | -19%&3% | -0.3&0.3 | -30 | -3%&3% | -3%&2% | 9%&-22%
CCN(CC(=O)Nc1c(F)cccc1F)C(=O)CSCC(=O)Nc1cc(C)on1 | 0% | -1% | -3 | -31% | 0.7 | -38 | -2% | 1% | -6%
CCc1nc(N[C@@H](Cc2c[nH]c3ccccc23)C(=O)O)c2oc3ccccc3c2n1 | 0% | -2% | -8 | -24% | 0.1 | 3 | 6% | ? | 0%
COc1cccc(C(=O)Nc2ccc(N3CCN(Cc4ccccc4)CC3)cc2)c1 | 4% | -5% | -5 | -28% | 0.8 | -9 | 1% | 5% | -8%
COc1ccc(C(=O)NNC(=S)NC(=O)c2ccco2)cc1 | 0% | 8% | 0 | -11%[56.9 µM] | 7.9 | -11 | -8% | -1% | 0%
